# GPR7 antag = antagonists of human GPR7 (neuropeptides B/W receptor 1); P48145; GPR7-expressing cells, fluorescence antagonist assay; inhibition, % at 4.4 µM; 290,000 compounds, 1.1% hits; AID 1861; in the data active means inhibition above about 16%, passing the limit was not always enough;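 further: cells stimulated with the agonist NPW; 0% = agonist with vehicle and 100% = vehicle without agonist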
# Target sequence (P48145 whole entry, looked up): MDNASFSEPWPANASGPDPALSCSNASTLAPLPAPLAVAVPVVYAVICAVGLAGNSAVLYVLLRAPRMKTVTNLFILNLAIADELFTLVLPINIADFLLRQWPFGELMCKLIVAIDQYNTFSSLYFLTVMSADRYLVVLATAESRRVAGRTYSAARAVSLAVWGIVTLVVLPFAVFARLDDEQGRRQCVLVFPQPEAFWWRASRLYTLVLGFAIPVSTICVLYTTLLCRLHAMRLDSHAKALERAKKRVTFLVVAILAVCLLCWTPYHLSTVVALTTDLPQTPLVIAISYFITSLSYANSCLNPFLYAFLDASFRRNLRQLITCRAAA
# PHOSPHO1 inh = blocks human PHOSPHO1 phosphatase activity; recombinant PHOSPHO1, absorbance phosphatase assay; inhibition, % at 13.3 µM; 290,000 compounds, 1.1% hits; in the data active means inhibition above about 60%
# Target sequence (Q8TCT1 whole entry, looked up): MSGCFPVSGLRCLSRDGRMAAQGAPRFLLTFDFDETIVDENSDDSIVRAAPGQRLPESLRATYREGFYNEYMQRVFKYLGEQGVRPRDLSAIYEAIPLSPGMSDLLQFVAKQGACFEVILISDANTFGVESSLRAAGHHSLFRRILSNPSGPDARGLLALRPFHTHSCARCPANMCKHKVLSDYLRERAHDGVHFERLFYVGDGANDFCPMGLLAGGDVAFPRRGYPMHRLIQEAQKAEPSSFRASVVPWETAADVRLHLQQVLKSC
# V1R ag counter = counter-screen for oxytocin receptor agonists: human V1a receptor agonists; CHO-V1R cells, Fluo-8 calcium fluorescence, agonist mode; 0% DMSO, 100% 3 nM vasopressin; P37288; activation, % at 3 µM; AID 2797; 320,000 compounds, 0.25% hits;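 active means activation above the mean activation of all tested compounds plus 3 SD, per screening run, cut at about 20% in these data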;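 further: signal is peak over basal fluorescence ratio across a 100 second FLIPR read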
# MEKK2wt PB1 HTS = raises or lowers MEK5 binding to wildtype human MEKK2 PB1 domain; Q9Y2U5; bead flow cytometry, Alexa488-MEK5 binding to MEKK2 WT; actives lie on both sides; binding response (% of control), % at 10 µM; 290,000 compounds, 1.1% hits; in the data active means binding response below about 67% or above about 130%
# MEKK2 mut-MEK5 = signal of MEK5 binding to mutant human MEKK2 PB1 domain; percent response, % at 10 µM; 290,000 compounds, 0.35% hits; bead flow cytometry, Alexa488-MEK5 binding to MEKK2 mutant; in the data active means percent response above about 24%, passing the limit was not always enough; further: inactives centre near 1; some results filed as inactive read as strong as hits; reference of the scale not given here
# NALP1 yeast inh = NALP1 inhibition; S. cerevisiae NALP1/ASC/caspase-1 growth, X-gal OD620, 72 h; inhibition, % at 10 µM; 280,000 compounds, 0.61% hits; AID 2071; in the data active means inhibition mostly above about 24%, no sharp cut-off; inactive means mostly below about 32%; further: some compounds called inactive have numbers as strong as hits
# GalR3 antagonist = antagonists of human GalR3 | HEK293 GalR3-CNG cAMP membrane potential fluorescence; galR3 body fused to GalR1 C-terminus | inhibition, % at 3 µM | 360,000 compounds, 0.44% hits | AID 651719;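 active means inhibition above the screen-wide average plus 3 SD, cut at about 13% in these data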;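 further: forskolin and galanin both at EC90 stimulate the cells; cAMP rise reported by CNG channel membrane potential dye signal; 0% = forskolin plus galanin with DMSO and 100% = forskolin alone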
# OXTR agonist = human OXTR agonism | activation, % at 3 µM | 320,000 compounds, 0.32% hits | CHO-OTR cells, Fluo-8 calcium fluorescence; normalized: DMSO 0%, oxytocin 100% | P30559;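 active means activation above the mean of all tested compounds plus 3 SD, cutoff set per screening run, cut at about 20% in these data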;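 further: peak over basal fluorescence ratio from a 100 s FLIPR kinetic read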
# Target sequence (P30559 whole entry, looked up): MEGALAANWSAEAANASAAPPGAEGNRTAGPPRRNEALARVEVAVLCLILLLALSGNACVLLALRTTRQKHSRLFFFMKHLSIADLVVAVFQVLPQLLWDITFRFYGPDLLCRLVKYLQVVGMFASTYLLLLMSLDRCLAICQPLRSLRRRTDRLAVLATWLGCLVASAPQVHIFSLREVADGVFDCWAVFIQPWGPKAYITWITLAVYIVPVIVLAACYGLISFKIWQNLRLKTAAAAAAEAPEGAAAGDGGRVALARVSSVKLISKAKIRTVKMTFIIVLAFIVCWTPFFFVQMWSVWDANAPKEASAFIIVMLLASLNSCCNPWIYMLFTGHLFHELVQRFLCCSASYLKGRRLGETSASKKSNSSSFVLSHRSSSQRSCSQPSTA
# MEKK3 PB1 HTS = raises or lowers MEK5 binding to the human MEKK3 PB1 domain | 290,000 compounds, 1.4% hits | Q99759 | AID 1529 | bead-based flow cytometry, Alexa488-MEK5 binding to MEKK3; actives lie on both sides; 0 = blocked by unlabeled MEK5, 100 = vehicle | binding response (% of control), % at 10 µM;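 active means binding response more than 3 SD above or below the average of its plate-row segment, actives on both sides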;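 further: Alexa488 bead fluorescence after subtracting the streptavidin-only scavenger bead signal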
# * hit, by the source's call; . = not tested or not shown.
structure,NALP1 yeast inh,V1R ag counter,OXTR agonist,GalR3 antagonist,GPR7 antag,MEKK2wt PB1 HTS,MEKK2 mut-MEK5,MEKK3 PB1 HTS,PHOSPHO1 inh
CC(=O)CSc1nnc(NC(=O)CCc2ccccc2)s1,-3,0.0,-0.3,-7,0,108,6,97,41
Cc1ccc(S(=O)(=O)n2c(C)nc3cc(C)ccc32)cc1,10,-0.3,0.3,-6,-8,107,3,109,39
NC(=O)N1N=C2/C(=C/c3ccccc3)CCCC2C1c1ccccc1 (configuration not stated),23,3.8,2.8,-9,-1,103,2,104,23
Cc1ccc(C2CC(c3cccc(C)c3)n3ncnc3N2)cc1 (configuration not stated),7,2.7,2.4,-1,.,93,-3,95,6
Cc1ccc(NC(=O)COC(=O)CCC(=O)c2ccc(C(C)(C)C)cc2)c([N+](=O)[O-])c1,22,1.0,-0.3,-3,-9,100,-2,95,-14
COCC(=O)Nc1cc(C)cn(Cc2c(F)cccc2Cl)c1=O,5,-0.1,-1.8,-8,-4,105,3,106,46
CN(C(=O)C1CCN(S(=O)(=O)c2cccs2)CC1)C1CCCCC1,-1,1.2,1.5,4,-4,105,1,96,-17
COc1ccc(C2=NN(C(=O)c3ccco3)C(c3ccco3)C2)cc1OC (configuration not stated),14,-0.8,-1.5,-7,-10,102,5,102,35
S=c1[nH]nc(Cc2cccc3ccccc23)n1-c1ccccc1,1,0.0,0.1,-1,-13,104,3,104,94*
CC[n+]1ccc(/C=C2\Sc3ccccc3N2CCCS(=O)(=O)[O-])c2ccccc21,2,1.1,12,-7,0,88,-33,98,19
OCCCNc1c2ccccc2nc2ccccc12,5,2.1,2.3,-11,-10,106,5,103,.
Cc1nnc(NC(=O)CSc2nc3c(c(=O)n(C)c(=O)n3C)n2C(C)C)s1,14,1.2,-0.8,-9,-12,101,5,105,18
O=C(NC1CCCC1)C(c1ccncc1)N(C(=O)Cn1nnc(-c2ccccc2F)n1)c1cccc(F)c1 (configuration not stated),17,-0.1,-0.5,-8,6,87,-7,91,26
CC(=O)Nc1ccc(-c2cc(C(=O)O)c3ccc(C)cc3n2)cc1,21,0.5,0.0,-2,1,98,-1,95,52
CC(=O)Nc1ccc(NC(=O)c2ccc(C)c(S(=O)(=O)Nc3cccc(C)c3)c2)cc1,18,0.7,0.2,1,-5,103,-1,97,45
CCC(=O)c1cc2c(C)cc(=O)oc2c(C)c1OC(C)=O,2,0.2,1.1,-1,-9,107,2,109,7
CCC1CCCCN1CCn1c(=S)[nH]c2cc(OC)c(OC)cc2c1=O (configuration not stated),1,-1.2,0.1,-4,-2,106,3,101,44
CCCn1c(C)cc(/C=C(\C#N)C(=O)OCC(=O)Nc2cccc(OC)c2)c1C,35,1.9,-0.1,0,0,98,-1,98,-15
COC(=O)c1ccc(NC(=O)N(c2ccccc2)c2ccccc2)cc1,11,-0.6,-2.4,-7,-5,101,-3,97,34
O=C(O)/C=C/C(=O)Nc1ccc(N2CCOCC2)nc1N1CCOCC1,9,0.4,0.1,-2,-5,101,-1,102,29
Cc1ccc(NS(=O)(=O)c2csc(C(N)=O)c2)c(C)c1,12,0.4,1.9,-8,-16,99,1,100,-6
CCN(CC)c1ccc(S(=O)(=O)N(CC)CC)cc1NC(=O)C1CCCC1,0,-1.1,-2.6,1,3,94,-5,101,13
O=C(COC(=O)Cc1ccc(-c2ccccc2)cc1)NCc1ccc(F)cc1,19,3.2,-0.1,-1,13,95,-3,95,-9
CCOc1cc(/C=C2\C(=N)N3N=C(S(C)(=O)=O)SC3=NC2=O)ccc1OCCOc1cccc(OC)c1,-12,0.4,-1.2,-7,29,95,-7,99,20
CC1=C(C(=O)OCc2ccc([N+](=O)[O-])cc2)N2C(=O)C(NC(=O)Cc3ccccc3)C2SC1 (configuration not stated),14,-0.4,0.9,-8,13,102,0,102,36
O=C(NCc1ccccc1)C(c1ccccc1)N(C(=O)c1csnn1)C1CC1 (configuration not stated),22,-0.6,-1.3,5,-7,88,-7,94,41
Cc1cc(NC(=O)C(C)(C)C)no1,3,-0.1,1.0,0,-7,106,3,107,7
CC(C)(O)C#Cc1ccc(C(=O)NCc2ccccc2)s1,.,1.3,2.0,4,-13,97,0,99,.
Cc1cc(NC(=O)C2COc3ccccc3O2)no1 (configuration not stated),4,-0.4,-0.1,-1,8,112,8,110,-9
Cc1nn(C)c(C)c1CCC(=O)NC1CC(C)(C)Cc2c1cnn2-c1ccccc1 (configuration not stated),24,-1.0,-0.3,-4,-6,99,3,103,30
Cc1ccc([N+](=O)[O-])c2c1C(N1CC(C)OC(C)C1)C(C)(C)O2 (configuration not stated),-9,-0.9,-2.0,-2,-10,97,-6,97,7
COc1ccc([N+](=O)[O-])c(OC)c1C(=O)NC(=O)Nc1nc(C)cc(C)n1,5,0.1,-1.4,-6,16,107,4,106,-2
COc1ccccc1NC(=O)CSc1nnc(C2CCCCC2)n1-c1ccccc1,.,-1.4,-2.5,-7,1,87,-19,92,35
CS(=O)(=O)n1nc(-c2ccccc2)nc1NCc1ccco1,0,0.5,-0.2,2,-13,102,-3,113,-4
CC(C)=CC(O)C/C(C)=C/COc1ccc2ccc(=O)oc2c1 (configuration not stated),-21,0.1,1.7,4,.,104,2,104,18
CCNC(=S)/N=C(/Nc1ccc(OC)cc1)Nc1nc(C)cc(C)n1,-9,0.0,0.2,-6,-8,88,-20,93,-10
O=C(c1ccc(Cl)cc1)N1CCN=C1c1ccccc1,23,0.9,-0.5,0,-1,113,-1,99,-42
C=CCNC(=S)NNC(=O)c1cc(O)ccc1O,-6,-0.1,0.1,-5,-1,98,2,100,8
O=C(NC1=NCCS1)c1cccc2ccccc12,1,-0.7,0.0,-3,-2,102,3,105,2
CCOC(=O)c1ccc(NC(=S)N2CCC(O)CC2)cc1,25,-0.9,0.2,-3,0,96,-2,96,-7
COc1cc(OC)c(NC(=O)c2sc3ncn(CC(=O)N4CCOCC4)c(=O)c3c2C)cc1Cl,-6,0.5,0.9,5,-23,101,1,104,-57
CCCNC(=O)c1ccc(SC)cc1OC,8,-1.7,-2.4,0,-8,95,-3,98,28
S=c1[nH]nc(C2CC2)n1Cc1ccccc1,-19,-0.2,0.1,-7,14,97,-3,99,-4
COc1cccc(N=C(N)N)c1,5,0.5,0.4,2,-17,96,-8,107,-15
CCN(CC)CCn1c(-c2ccccc2)nc(=S)c2c1CC(C)(C)OC2,0,-1.1,-1.9,5,3,96,-1,97,12
O=S(=O)(CC(O)COc1ccccc1Cl)c1ccccc1 (configuration not stated),8,0.4,0.9,-1,-3,95,-3,95,66*
Cc1cccc(C(=O)NC(=S)Nc2cccc3nc(C)ccc23)c1,6,4.4,0.2,1,-22,101,4,97,38
Cc1ccc(S(=O)(=O)NCCC(=O)NC(C)c2ccccc2)cc1 (configuration not stated),20,0.4,-0.5,-7,-9,105,1,100,36
CC1CCN(C(=O)CSc2nc3c(cnn3-c3ccc(Cl)cc3)c(=O)[nH]2)CC1,23,0.0,0.3,-2,0,107,10,114,-17
COc1cccc(CN2CC(C(=O)N(C)Cc3ccc(C)cc3)CCC2=O)c1 (configuration not stated),-7,-0.1,0.8,-10,-7,102,1,101,48

# Later entries:
structure,NALP1 yeast inh,V1R ag counter,OXTR agonist,GalR3 antagonist,GPR7 antag,MEKK2wt PB1 HTS,MEKK2 mut-MEK5,MEKK3 PB1 HTS,PHOSPHO1 inh
CCC(C)NC(=O)CSc1nc2ccccc2c(=O)n1CCCN1CCCCC1 (configuration not stated),7,0.0,2.1,0,-17,105,2,105,24
COC(=O)c1c(C(=O)OC)c(-c2ccc(OC)cc2)n2c1CS(=O)C2 (configuration not stated),1,1.1,-1.1,-14,5,98,-2,101,.
O=C(Nc1nnc(SCC(=O)N2CCCCC2)s1)C1CCCCC1,16,-0.3,-1.1,-5,7,85,-5,90,-6
CS/C(=C\[N+](=O)[O-])Nc1ccc(C)cc1,-1,-1.5,-1.5,-2,-14,91,-10,98,16
O=C(N/N=C/c1c(F)c(F)c(F)c(F)c1F)c1ccc(Cn2cc(Br)cn2)o1,17,0.9,-0.9,6,9,89,-4,87,-1
COCCNC(=O)c1ccccc1-c1ccccc1C(=O)O,5,0.9,0.4,0,-5,102,-3,99,-10
Cc1ccc2c(Cl)c(C(=O)NCc3cccnc3)sc2c1,10,2.9,2.8,-8,-3,97,-1,99,-1
Cc1cc(C(=O)CNCc2ccco2)c(C)n1-c1ccc(F)cc1,-3,-0.2,0.1,-3,23,104,8,105,6
COc1ccccc1NC(=O)N1CCC(C(=O)c2ccc(Cl)cc2)CC1,11,2.8,0.6,-10,-19,101,2,101,22
COc1ccc(NC(=O)CN(C)C2CCCCC2)c([N+](=O)[O-])c1,12,-0.2,-2.2,1,-13,99,0,122,2
Cn1cc(/C=C(\C#N)C(=O)Nc2ncc(Cc3ccc(Cl)cc3)s2)c2ccccc21,31,-0.3,0.4,-5,-5,103,0,115,-18
O=S(=O)(c1ccccc1)N1CCC(O)(CN2CCN(c3ccccc3)CC2)CC1,12,.,.,-9,-16,100,-1,102,.
O=C(c1ccc(F)cc1)c1cn[nH]c1-c1ccccc1O,5,2.6,4.3,-7,-11,96,-5,82,-18
COCCn1nnnc1CN1CCC(NC(=O)c2ccc(Br)cc2)CC1,4,0.9,0.9,-4,-3,107,2,107,9
OC(c1ccccc1)(c1ccc(F)cc1)C(c1ccccc1)N1CCOCC1 (configuration not stated),-1,-1.1,-2.4,.,-22,97,2,103,14
O=C1c2ccsc2SCCN1Cc1c(F)cccc1Cl,4,-1.2,-1.6,-10,2,101,3,103,1
CCN1C(=O)CC(C(=O)Nc2ccc(F)cc2)SC1=Nc1ccc2c(c1)OCO2 (configuration not stated),28,-0.4,0.1,-2,11,103,4,105,11
CCC(=O)Nc1cccc(C(=O)Nc2nccs2)c1,10,-0.4,0.8,0,-3,93,-5,98,52
Cc1ccc(-n2c(C)cc(C(=O)COC(=O)c3ccc[nH]c3=O)c2C)cc1,53,-0.7,-1.4,-2,-1,102,-2,102,-13
Cc1cc(NC(=O)CSc2nnc3c(C)cc4c(C)ccc(C)c4n23)no1,13,-1.0,-0.3,0,10,94,-6,91,29
O=c1ccc(OCCOc2ccccc2)nn1-c1ccccc1,29,0.3,-0.8,3,-7,106,0,127,-19
Cc1ccc(C2CC2C(=O)NNC(=S)Nc2cccc(Cl)c2)cc1 (configuration not stated),-4,0.7,0.7,-2,-14,97,2,105,-18
CNC(=S)N1CCC(c2nc3ccccc3s2)CC1,12,1.7,2.5,-3,-1,96,-4,99,29
COCCOC(=O)C1=C(N)OC2=C(C(=O)CCC2)C1c1cccnc1 (configuration not stated),-6,0.3,-0.2,-6,-6,105,1,97,-21

# Full records from above.
# COCCOC(=O)C1=C(N)OC2=C(C(=O)CCC2)C1c1cccnc1 (configuration not stated) in the list: NALP1 yeast inh = -6; V1R ag counter = 0.3; OXTR agonist = -0.2; GalR3 antagonist = -6; GPR7 antag = -6; MEKK2wt PB1 HTS = 105; MEKK2 mut-MEK5 = 1; MEKK3 PB1 HTS = 97; PHOSPHO1 inh = -21
# CNC(=S)N1CCC(c2nc3ccccc3s2)CC1 in the list: NALP1 yeast inh = 12; V1R ag counter = 1.7; OXTR agonist = 2.5; GalR3 antagonist = -3; GPR7 antag = -1; MEKK2wt PB1 HTS = 96; MEKK2 mut-MEK5 = -4; MEKK3 PB1 HTS = 99; PHOSPHO1 inh = 29

# Screens: PubChem, several laboratories
